Bioassay records deposited in PubChem BioAssay by National Center for Advancing Translational Sciences (NCATS).
TSG101-PTAP inh: blocks PTAP/TSG101 interaction to inhibit HIV-1 budding; Potency, µM (top dose mostly 115 µM), inactives show top-dose activity change, negative = inhibition, actives largely listed as inhibitors; 340,000 tested, under 10 active; Fluorescence polarization, FITC-PTAP peptide / Tsg101 binding; Q99816; active = well fitted inhibition curve with a large enough effect in the main read-out, with a control signal flat, not every such curve was filed as active; inconclusive = small, poorly fitted or top-dose-only effect, or effect the other way, or a change in a side signal; inactive = no such curve, though single readings can be large or run the other way; note: potency is the fitted concentration of half-maximal effect; % of control where 0% means no effect
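Steps: Tsg101 binding domain dispensed (10 uM final), compounds pinned in DMSO, FITC-labeled PTAP-motif peptide added (50 nM final); after 20 min binding at room temperature, polarization measured.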
TRPV1 ag: activates the human vanilloid receptor TRPV1. TRPV1-expressing cells, Fluo-8 calcium influx, agonist mode. activation, % at 8.33 µM. 320,000 compounds, 0.19% hits; in the data active = activation above about 80%; inconclusive = between about 30% and that limit; note: 0% is about no effect
Target sequence (Q8NER1 whole entry, looked up): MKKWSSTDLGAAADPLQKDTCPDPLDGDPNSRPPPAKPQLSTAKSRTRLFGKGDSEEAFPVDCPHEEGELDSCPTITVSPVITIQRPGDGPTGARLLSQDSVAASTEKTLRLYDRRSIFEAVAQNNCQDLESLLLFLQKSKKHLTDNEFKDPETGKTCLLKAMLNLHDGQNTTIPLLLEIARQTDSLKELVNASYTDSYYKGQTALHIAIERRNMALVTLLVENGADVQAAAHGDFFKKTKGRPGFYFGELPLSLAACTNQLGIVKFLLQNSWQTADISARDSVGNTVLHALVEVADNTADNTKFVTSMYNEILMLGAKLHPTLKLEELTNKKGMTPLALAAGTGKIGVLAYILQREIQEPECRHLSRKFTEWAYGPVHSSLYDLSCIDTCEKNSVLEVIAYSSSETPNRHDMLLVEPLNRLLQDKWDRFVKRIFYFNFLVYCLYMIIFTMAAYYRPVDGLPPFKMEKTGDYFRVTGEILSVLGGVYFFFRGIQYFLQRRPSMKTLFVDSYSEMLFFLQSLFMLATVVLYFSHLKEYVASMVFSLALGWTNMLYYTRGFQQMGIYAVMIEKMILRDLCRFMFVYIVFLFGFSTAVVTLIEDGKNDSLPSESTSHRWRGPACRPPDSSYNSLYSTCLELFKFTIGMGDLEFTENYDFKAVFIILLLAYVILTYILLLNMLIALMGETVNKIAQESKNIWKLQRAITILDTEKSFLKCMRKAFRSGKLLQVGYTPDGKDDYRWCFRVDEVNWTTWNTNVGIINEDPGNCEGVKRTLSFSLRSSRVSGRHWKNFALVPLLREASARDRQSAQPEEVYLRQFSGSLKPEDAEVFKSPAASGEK
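Fluo-8 calcium influx in TRPV1-expressing cells, kinetic read (ex 480/em 520 nm). Compound added and read 3 min for agonist activity, followed by capsaicin at EC20 final and 2 min further read for enhancement.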
ELG1 DNA repair: blocks ELG1-dependent DNA repair in HEK293T cells; HEK293T ELG1-luciferase reporter, luminescence, 16 h; DNA damage induced by 5-fluorouridine; Potency, µM (highest dose often 46.1 µM), for the others: top-dose activity change, negative = inhibition, most hits filed as inhibitors; 330,000 compounds, 2.3% hits; note: potency is the fitted concentration of half-maximal effect; % is set by controls: 0 for no effect and ±100 for the full control effect; nearly all actives have a fitted effect of over 55% in size
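DMSO vehicle served as the neutral condition. Each well held 2,000 cells given 5-fluorouridine plus compound; after 16 hr at 37 °C/5% CO2, ONE-Glo was added and luciferase measured 30 min later.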
a7 integrin act: integrin-mediated muscular dystrophy alleviation activation; alpha7betagal myoblasts, beta-gal FDG fluorescence, 48 h; Potency, µM (top dose mostly 38.3 µM), for the others: top-dose activation, usual class: activators; 350,000 compounds, 0.064% hits;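 note: potency is the fitted concentration of half-maximal effect; 100% = response of the positive control SU9516; nearly all actives have a fitted effect of over 60% in size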
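Alpha7betagal+/- myoblasts (passage 13) were plated 16-24 hr, then exposed to compounds (1:260 dilution of DMSO stock) for 48 hours at 37C. After MPER lysis, β-galactosidase reporter activity was read as FDG fluorescence (ex 480/em 540) after 30 minutes.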
B2AR arrestin: recruits beta-arrestin to the human beta2-adrenergic receptor; beta-arrestin recruitment to beta2AR, cell-based reporter; 330,000 compounds, 0.02% hits; Potency, µM (highest dose often 46.1 µM), inactives show top-dose activation, usual class: activators;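 note: potency is the fitted concentration of half-maximal effect; 0% = DMSO controls and full agonism = EC100 isoproterenol or metaproterenol; nearly all actives have a fitted effect of over 65% in size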
p53 reactivation: mutant p53 re-activation in reporter cells; H1299 p53-A138V BP100-luciferase reporter, luminescence, 24 h; Potency, µM (doses to about 92.2 µM), without a hit: at the top dose activity change, positive = activation, most hits filed as activators; 320,000 compounds, 0.063% hits; AID 504706; note: potency is the fitted concentration of half-maximal effect; % of control where 0% means no effect; nearly all actives have a fitted effect of over 45% in size
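p53-null H1299 cells stably carrying temperature-sensitive p53-A138V and a BP100-luciferase reporter were pinned with compounds (4-point, 1:5 series) and held 24 hrs at 37 deg C. Luminescence was read 10 min after detection reagent.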
A-T KAP1 phos: potential ataxia-telangiectasia treatments restoring KAP-1 phosphorylation; 320,000 compounds, 0.19% hits; […] A-T fibroblasts, KAP-1 phosphorylation AlphaLISA; neocarzinostatin DNA damage 30 min before lysis; Potency, µM (top dose mostly 57.5 µM), for the others: at the top dose activation, usual class: activators; AID 485349; note: potency is the fitted concentration of half-maximal effect; % of control where 0% means no effect; nearly all actives have a fitted effect of over 45% in size
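ATM-like activity read as KAP-1 phosphorylation via AlphaLISA donor/acceptor antibody pairs after lysis and 6 hr at 25C. Cells were ATM-null patient fibroblasts ([…], hTERT), dosed 60 min, then exposed to the DSB inducer NCS for 30 min.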
BRCA1 expr act: BRCA1 expression activation. MCF7-BRCA1-FFLuc reporter, luminescence, 48 h; response scale: scaled: vehicle 0%, 10 µM genistein 100%. Potency, µM (top dose mostly 46.1 µM), inactives show at the highest dose activation, actives largely listed as activators. 380,000 compounds, 1.1% hits. AID 624202; note: potency is the fitted concentration of half-maximal effect; nearly all actives have a fitted effect of over 80% in size; some results filed as inactive show a strong effect at the top dose
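48 h compound treatment of MCF7-BRCA1-FFLuc cells (phenol-red free MEM, 37 °C), then 15 min with luciferase substrate and luminescence imaging.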
MLL CXXC-DNA inh: blocks binding of human MLL CXXC domain to DNA; MLL-CXXC / FITC-HOXA9 DNA fluorescence polarization; Potency, µM (doses to about 115 µM), for the others: at the top dose activity change, negative = inhibition, usual class: inhibitors; 290,000 compounds, 0.037% hits; active = well fitted inhibition curve with a large enough effect in the polarisation, with a control signal flat, not every such curve was filed as active; inconclusive = small, poorly fitted or top-dose-only effect, or effect the other way, or a change in a side signal; inactive = no such curve, though single readings can be large or run the other way; the % refers to the polarisation; note: potency is the fitted concentration of half-maximal effect
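Fluorescence polarization: 7 uM MLL-CXXC (stock) preincubated 5 min with compounds, then 50 nM fluorescein-HOX-A9 DNA (stock) added; 30 min ambient. Buffer 50 mM Tris-HCl pH 7.5, 50 mM NaCl, 1 mM DTT, 0.05% BSA.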
TCR activator: T cell receptor activation; AID 504894; 330,000 tested, under 10 active; primary human leukocytes, anti-CD3, IL-2 HTRF, 48 h; Potency, µM (titrated, usually from 9.22 µM), without a hit: at the highest dose activation of IL-2 secretion, hits mostly activators; note: % of control where 0% means no effect
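Human primary leukocytes + a-CD3 beads + cpd, 48 hr; IL-2 in supernatant by HTRF (ex 320nm / em 665nm). No co-stimulatory signal supplied.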
Numbers without * were called inactive; ? = inconclusive; . = not tested or not shown; & = joins results of further samples; [ ] = dose if it differs, or a comment. Unless noted, calls come from the whole dose curve; as a rule, active = well fitted curve in the direction sought with a large enough effect; inconclusive = small, poorly fitted or top-dose-only effect, or another doubt; inactive = no such curve, though single readings can be large; an effect the other way counts as inactive or inconclusive.

SMILES	TSG101-PTAP inh	TRPV1 ag	ELG1 DNA repair	a7 integrin act	B2AR arrestin	p53 reactivation	A-T KAP1 phos	BRCA1 expr act	MLL CXXC-DNA inh	TCR activator
O=c1c2ccccc2nc(/C=C/c2cc(Br)ccc2O)n1CCCO	-2%	5	?	-68%[inhibitor]	-0.4%	-13%	0%	-82%[inhibitor]	41%[activator]	-5%
CCOCC(=O)Nc1cc(C(=O)OC)ccc1C(=O)OC	-10%	3	9%	11%	-0.3%	3%	1%	-7%	-3%	-4%
Cc1ccc(-c2nn3c(C)nnc3c3ccccc23)cc1S(=O)(=O)NCc1ccccc1	-4%	-1	1%	-1%	-0.2%	-1%	-1%	-19%	11%	2%
Cc1cc2c(c(C)c1Cl)C(c1ccc3c(c1)OCO3)CC(=O)O2 (stereo not given)	0%	.	8%	13%	-0.6%	4%	7%	5%	.	1%[46.1 µM]
CCc1c(C)[nH]n(-c2ccc(Oc3ccccc3)c(S(=O)(=O)O)c2)c1=O	1%	1	?	?	-0.7%	0%	6%	8%	-10%	-4%
O=c1[nH]c(SCc2n[nH]c(=S)n2-c2ccccc2)nc2sc3c(c12)CCC3	.	4	5%	14%	0.5%	0%	8%	-9%	-11%	.
CCC(C)c1ccc(NC(=S)N2CCN(S(C)(=O)=O)CC2)cc1 (stereo not given)	-2%	?	0%	13%	-0.9%	14%	1%	-25%	-3%	0%
CSc1ncccc1C(=O)OCC(=O)Nc1cc(C(F)(F)F)ccc1N1CCOCC1	-4%	13	?	-23%	-0.4%	-14%	-2%	-9%	0%	0%
CCOC(=O)COc1c(Cl)cc(C2NC(=S)NC(c3ccccc3)=C2C(C)=O)cc1OC (stereo not given)	-2%	-6	-18%	-13%	-0.8%	-9%	-9%	-21%	?	-6%
c1ccc(Oc2nc(-c3ccccn3)nc3ccccc23)cc1	-2%	?	?	0%	?	18%	19%	56%	-2%	-3%
O=C(Nc1cccc(O)c1)c1ccc(NC(=O)C2CCCO2)cc1 (stereo not given)	-8%	2	?	0%	-0.1%	18%	-12%	?	0%	6%
CCN1CCN(C(=O)NCc2ccccc2)CC1	-2%	-10	0%	17%	-0.2%	-2%	-7%	19%	2%	9%
C=CCOc1ccc2ccccc2c1CNn1cn[nH]c1=S	-7%	0	-18%	-8%	-0.5%	-8%	-1%	-8%	-3%	-5%
COc1cc(OC)c(C(=O)O/N=C(\N)c2ccccc2)cc1OC	0%	1	11%	10%	-0.5%	15%	33%	19%	-5%	-3%
COc1cc(OC)cc(C(=O)NNC(=O)CN2C(=O)NC(C)(c3ccccc3)C2=O)c1 (stereo not given)	-2%	2	11%	5%	-0.5%	-7%	-2%	4%	.	-2%
Cc1ccc(NC(=O)c2ccc(F)cc2F)cc1	-6%	.	.	13%	.	.	.	?	.	1%
Cc1nc(NC(=O)CSc2nnc(C3CC3)n2C)sc1C	0%	-2	?	-5%	-0.2%	3%	-2%	25%	2%	8%
CC(C)CN(C(=O)c1ccco1)C1CCS(=O)(=O)C1 (stereo not given)	-2%	-2	?	30%	-1.7%	-1%	15%	-4%	.	3%
Cc1ccc(S(=O)(=O)N2CCOC23CCN(S(=O)(=O)c2c(C)cc(C)cc2C)CC3)cc1	-3%	-4	?	-6%	-2.0%	-4%	1%	-53%	.	-4%
O=C1c2ccccc2C(O)(c2ccccc2)N1c1ccncc1 (stereo not given)	-2%	2	-12%	9%	0.4%	-5%	4%	-23%	4%	-2%
O=S(=O)(c1ccc(NC(=S)NCc2ccco2)cc1)N1CCCCC1	0%	29	-2%	-30%	-0.6%	-1%	-2%	-27%	5%	0%
Cc1cc(NC(=O)c2ccc3c(c2)OCCO3)ccc1NC(=O)c1cc2ccccc2o1	-3%	1	?	-31%	0.0%	3%	3%	-22%	5%	-4%
CS(=O)(=O)N1CCN(C(=O)NC23CC4CC(CC(C4)C2)C3)CC1	-4%	3	?	3%	-0.9%	-5%	0%	3%	0%	-15%
Cc1cccc(N2CCN(CC3CCCCC3)CC2)c1C	-7%	7	-7%	-21%	-0.6%	.	0%	6%	0%	6%
CCC(=O)N(Cc1cc(=O)[nH]c2ccccc12)c1ccccc1OC	-2%	3	1%	?	-0.1%	-3%	2%	-20%	8%	1%

Three compounds already listed, arranged by the number in TCR activator, descending.
compound	TCR activator
Cc1ccc(-c2nn3c(C)nnc3c3ccccc23)cc1S(=O)(=O)NCc1ccccc1	2%
CCc1c(C)[nH]n(-c2ccc(Oc3ccccc3)c(S(=O)(=O)O)c2)c1=O	-4%
CCOC(=O)COc1c(Cl)cc(C2NC(=S)NC(c3ccccc3)=C2C(C)=O)cc1OC (stereo not given)	-6%

Nothing new here: an excerpt of the list.
SMILES	TSG101-PTAP inh	TRPV1 ag	ELG1 DNA repair	a7 integrin act	B2AR arrestin	p53 reactivation	A-T KAP1 phos	BRCA1 expr act	MLL CXXC-DNA inh	TCR activator
COc1cc(OC)cc(C(=O)NNC(=O)CN2C(=O)NC(C)(c3ccccc3)C2=O)c1 (stereo not given)	-2%	2	11%	5%	-0.5%	-7%	-2%	4%	.	-2%
Cc1ccc(NC(=O)c2ccc(F)cc2F)cc1	-6%	.	.	13%	.	.	.	?	.	1%
Cc1nc(NC(=O)CSc2nnc(C3CC3)n2C)sc1C	0%	-2	?	-5%	-0.2%	3%	-2%	25%	2%	8%
CC(C)CN(C(=O)c1ccco1)C1CCS(=O)(=O)C1 (stereo not given)	-2%	-2	?	30%	-1.7%	-1%	15%	-4%	.	3%
Cc1ccc(S(=O)(=O)N2CCOC23CCN(S(=O)(=O)c2c(C)cc(C)cc2C)CC3)cc1	-3%	-4	?	-6%	-2.0%	-4%	1%	-53%	.	-4%
O=C1c2ccccc2C(O)(c2ccccc2)N1c1ccncc1 (stereo not given)	-2%	2	-12%	9%	0.4%	-5%	4%	-23%	4%	-2%
O=S(=O)(c1ccc(NC(=S)NCc2ccco2)cc1)N1CCCCC1	0%	29	-2%	-30%	-0.6%	-1%	-2%	-27%	5%	0%
Cc1cc(NC(=O)c2ccc3c(c2)OCCO3)ccc1NC(=O)c1cc2ccccc2o1	-3%	1	?	-31%	0.0%	3%	3%	-22%	5%	-4%
CS(=O)(=O)N1CCN(C(=O)NC23CC4CC(CC(C4)C2)C3)CC1	-4%	3	?	3%	-0.9%	-5%	0%	3%	0%	-15%
Cc1cccc(N2CCN(CC3CCCCC3)CC2)c1C	-7%	7	-7%	-21%	-0.6%	.	0%	6%	0%	6%
CCC(=O)N(Cc1cc(=O)[nH]c2ccccc12)c1ccccc1OC	-2%	3	1%	?	-0.1%	-3%	2%	-20%	8%	1%

Other results.
SMILES	TSG101-PTAP inh	TRPV1 ag	ELG1 DNA repair	a7 integrin act	B2AR arrestin	p53 reactivation	A-T KAP1 phos	BRCA1 expr act	MLL CXXC-DNA inh	TCR activator
CC(C)(C)Cc1nnc(NC(=O)CCC2CCCCC2)s1	3%	-1	3%	14%	-0.8%	6%	-17%	-1%	21%	-17%
CCC(CC)C(=O)N1CCCC(c2nc(-c3cccs3)no2)C1 (stereo not given)	-10%	3	9%	0%	-1.1%	18%	-3%	66%	-5%	0%
Oc1cc(-c2cccnc2)cc2cccnc12	-6%	2	?	.	?	12%	-18%&-4%	-72%	.	-1%
O=C(NCc1ccccc1)C(=O)Nc1nccs1	-2%	1	26%	7%	0.0%	1%	6%	-22%	14%	7%
CCN(Cc1ccccc1)C(=O)CSc1nc(C)cc2c1C(=O)OC2	0%	8	9%	-1%	0.3%	3%	9%	-27%	-1%	-6%
CC(C)(C)N1C(=O)[C@H]2[C@@H](c3ccc(Br)cc3)N3C(=O)N(c4cccc(Cl)c4)C(=O)[C@@]3(Cc3ccccc3)[C@H]2C1=O	-2%	3	-3%	16%	-0.2%	2%	31%	-47%	.	9%
COc1cc2[nH]c(C(=O)N3CCc4ccccc4C3)cc2c(OC)c1OC	-2%	?	?	28%	0.7%	-13%	1%	-30%	13%	-2%
Cc1ccccc1C(=O)NCC(=O)c1ccccc1	0%	.	.	?	.	.	.	?	.	0%
CC1CCCC(NC(=O)c2ccc3c(c2)OCCO3)C1C (stereo not given)	-5%	?	?	-2%	0.2%	?	3%	7.1µM*	.	12%
CCCCS(=O)(=O)N1CCCC(C(=O)Oc2ccc(Cl)cc2)C1 (stereo not given)	-1%	26	-8%	-5%	0.1%	.	4%	-2%	6%	4%
O=C(CNC(=O)c1ccc(Cl)cc1Cl)NCc1ccccn1	-6%	-2	13%	6%	-0.9%	0%	6%	-20%	.	2%
Cc1nc2c(C)cccc2c2c1COC2	-5%	2	10%	13%	-0.3%	-2%	14%	3%	29%	-1%
CN(C)S(=O)(=O)c1cccc(NC(=O)COc2nc3ccccc3nc2N2CCOCC2)c1	-1%	0	-2%	13%	0.0%	3%	-6%	14%	5%	14%[46.1 µM]

Rows were taken by chance, and some 3.8% of all compounds hit somewhere here.
